Assay outcomes: PubChem, National Center for Advancing Translational Sciences (NCATS)
GALK inhibitor = qHTS Assay for Inhibitors of Human Galactokinase (GALK); P51570; Potency, µM (highest dose often 57.5 µM), inactives show at the highest dose activity change, negative = inhibition, usual class: inhibitors; Purified GALK, Kinase-Glo residual ATP luminescence; actives 0.007% (n = 270,000); further: potency means the concentration at half of the fitted maximal effect; on the % scale 0 is the no-effect control and ±100 the full control effect
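Galactose (100 uM) and ATP (35 uM) were turned over by 5 nM GALK for 1 h at RT. Kinase-Glo Plus then converted the remaining ATP into a luminescent signal.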
Menin MLL FP TR = qHTS Assay for Inhibitors Targeting the Menin-MLL Interaction in MLL Related Leukemias: Competition With Texas Red Labeled MLL-derived Mutant Peptide; O00255; Menin + Texas Red MLL mutant peptide, fluorescence polarization; Potency, µM (highest dose often 61.6 µM), for inactives: at the top dose FP activity change, negative = inhibition, usual class: inhibitors; actives 0.23% (n = 270,000); active means well fitted inhibition curve with a large enough effect in the polarisation, with a control signal flat, not every such curve was filed as active; inconclusive means small, poorly fitted or top-dose-only effect, or effect the other way, or a change in a side signal; inactive means no such curve, though single readings can be large or run the other way; the % refers to the polarisation; further: potency means the concentration at half of the fitted maximal effect; % of control where 0% means no effect; many of its hits are not listed in these tables
ASM inhibitor = Inhibitors of Secretory Acid Sphingomyelinase (S-ASM): qHTS. placental ASM, HMU-PC fluorogenic substrate, 60 min. Sphingomyelin phosphodiesterase (Homo sapiens), P17405. Potency, µM (doses to about 57.5 µM), for inactives: top-dose activity change, negative = inhibition, most hits filed as inhibitors. actives 0.006% (n = 340,000); further: potency means the concentration at half of the fitted maximal effect
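Fluorogenic HMU-PC substrate (9 uM final) is turned over by placental ASM in 60 min at 37 C after a 10 min compound preincubation. Reaction ended by alkaline stop (pH 10), with fluorescence read at 386/447 nm.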
Integrin act MD = qHTS for Activators of Integrin-Mediated Alleviation for Muscular Dystrophy; actives 0.064% (n = 350,000); Potency, µM (series often up to 38.3 µM), inactives show at the top dose activation, hits mostly activators; AID 624291, 2012; alpha7betagal myoblasts, beta-gal FDG fluorescence, 48 h;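 further: potency means the concentration at half of the fitted maximal effect; 100% = response of the positive control SU9516; nearly all actives have a fitted effect of over 60% in size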
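Alpha7betagal+/- myoblasts (passage 13) were plated 16-24 hr, then exposed to compounds (1:260 dilution of DMSO stock) for 48 hours at 37C. After MPER lysis, β-galactosidase reporter activity was read as FDG fluorescence (ex 480/em 540) after 30 minutes.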
FBPA coupling cs = qHTS Assay for Inhibitors of Fructose-1,6-bisphosphate Aldolase from Giardia Lamblia: Coupling assay counterscreen | coupling enzyme system counterscreen, AmpLite Red fluorescence | activity change, negative = inhibition, % at 58.2 µM, hits read low | actives 0.67% (n = 290,000) | AID 2472, 2010; in the data active means activity change below about -30%; further: on the % scale 0 is the no-effect control and ±100 the full control effect
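Counterscreen lacking aldolase: glyceraldehyde-3-phosphate coupling-enzyme reagent preincubated 10 min at RT with compound (at 57.5 uM final), then substrate/coupling system with AmpLite Red added; fluorescence read at 525/598 nm after 20 min RT.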
B2AR arrestin = qHTS assay of beta-arrestin-biased ligands of beta2-adrenergic receptor. Beta-2 adrenergic receptor (Homo sapiens), P07550. beta-arrestin recruitment to beta2AR, cell-based reporter. Potency, µM (titrated, usually from 46.1 µM), for inactives: top-dose activation, hits mostly activators. actives 0.02% (n = 330,000);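 further: potency means the concentration at half of the fitted maximal effect; 0% = DMSO controls and full agonism = EC100 isoproterenol or metaproterenol; nearly all actives have a fitted effect of over 65% in size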
Target sequence (P07550 whole entry, looked up): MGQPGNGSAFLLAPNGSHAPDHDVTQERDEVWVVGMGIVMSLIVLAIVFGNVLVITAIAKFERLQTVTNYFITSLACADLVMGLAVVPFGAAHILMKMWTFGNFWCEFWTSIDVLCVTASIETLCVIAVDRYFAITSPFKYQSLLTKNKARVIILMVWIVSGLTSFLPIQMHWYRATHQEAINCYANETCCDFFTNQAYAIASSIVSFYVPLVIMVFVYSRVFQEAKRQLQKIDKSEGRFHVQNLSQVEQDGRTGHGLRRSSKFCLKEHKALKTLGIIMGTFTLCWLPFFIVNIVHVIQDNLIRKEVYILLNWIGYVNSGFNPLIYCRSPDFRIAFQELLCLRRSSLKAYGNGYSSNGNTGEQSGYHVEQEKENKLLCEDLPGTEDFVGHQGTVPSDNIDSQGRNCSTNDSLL
Tb PFK block = qHTS Assay to Find Inhibitors of T. brucei phosphofructokinase | T. brucei PFK, ADP-Glo luminescence | actives 0.17% (n = 330,000) | ATP-dependent 6-phosphofructokinase (Trypanosoma brucei brucei), O15648 | Potency, µM (doses to about 57.5 µM), for inactives: at the highest dose activity, negative = inhibition, actives largely listed as inhibitors | AID 485367, 2010;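 further: potency means the concentration at half of the fitted maximal effect; 0% = uninhibited 1x PFK enzyme wells and -100% = no-enzyme wells; nearly all actives have a fitted effect of over 60% in size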
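1.25 nM PFK with 0.5 mM F6P and 0.1 mM ATP in 0.1 M TEA pH 8.0, 5 mM MgCl2, incubated 45 min at room temperature; ADP measured by ADP-Glo luminescence; compounds titrated up to 57 uM.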
Giardia killer = Small Molecules that selectively kill Giardia lamblia: qHTS; Giardia lamblia trophozoite viability; activity change, % at 7.66 µM, hits read low; actives 0.15% (n = 340,000); AID 540267, 2011; in the data active means activity change below about -80%; inconclusive means between about -30% and that limit;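 further: parasites exposed to compound for two days anaerobically before the ATP read; on the % scale 0 is the no-effect control and ±100 the full control effect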
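Giardia trophozoites, 100 cells per well, were exposed to compounds for 48 hrs at 37 deg C under anaerobic conditions; viability was then read as ATP content by bioluminescence after 15-30 min at room temperature.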
PKM2 activator = qHTS Assay for Activators of Human Muscle isoform 2 Pyruvate Kinase. Pyruvate kinase PKM (Homo sapiens), P14618. purified PKM2, Kinase-Glo ATP luminescence, activation; response scale: 0% is enzyme alone, no compound. Potency, µM (series often up to 57.5 µM), for inactives: at the highest dose activation, most hits filed as activators. actives 0.34% (n = 260,000). AID 1631, 2009; further: potency means the concentration at half of the fitted maximal effect; on the % scale 0 is the no-effect control and ±100 the full control effect; nearly all actives have a fitted effect of over 55% in size
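ATP formation by purified human PK-M2, quantified via coupled luciferase luminescence after 1 h at room temperature with 0.1 mM ADP and 0.5 mM PEP final.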
PTAP TSG101 blk = qHTS Assay for Iinhibitors of HIV-1 Budding by Blocking the Interaction of PTAP/TSG101; Tumor susceptibility gene 101 protein (Homo sapiens), Q99816; Fluorescence polarization, FITC-PTAP peptide / Tsg101 binding; Potency, µM (doses to about 115 µM), without a hit: at the top dose activity change, negative = inhibition, most hits filed as inhibitors; 340,000 tested, under 10 active; AID 493005, 2010; active means well fitted inhibition curve with a large enough effect in the main read-out, with a control signal flat, not every such curve was filed as active; inconclusive means small, poorly fitted or top-dose-only effect, or effect the other way, or a change in a side signal; inactive means no such curve, though single readings can be large or run the other way; further: potency means the concentration at half of the fitted maximal effect; % of control where 0% means no effect
Target sequence (Q99816 whole entry, looked up): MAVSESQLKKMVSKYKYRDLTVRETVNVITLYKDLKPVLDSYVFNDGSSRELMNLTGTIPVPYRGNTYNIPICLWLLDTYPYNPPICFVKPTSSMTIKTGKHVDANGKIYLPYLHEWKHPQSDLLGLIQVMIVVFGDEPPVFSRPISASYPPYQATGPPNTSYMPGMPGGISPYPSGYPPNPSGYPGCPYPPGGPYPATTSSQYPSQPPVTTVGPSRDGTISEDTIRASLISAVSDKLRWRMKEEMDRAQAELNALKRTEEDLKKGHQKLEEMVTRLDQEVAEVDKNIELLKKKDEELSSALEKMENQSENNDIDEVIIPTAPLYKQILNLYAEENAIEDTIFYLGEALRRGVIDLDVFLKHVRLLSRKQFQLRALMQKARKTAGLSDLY
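Fluorescence polarization binding of Tsg101 binding domain (10 uM final) to FITC-labeled PTAP peptide (50 nM final) in HEPES pH 7.5 buffer with NaCl, Tween 20, EDTA, TCEP. Compounds added before peptide; binding 20 min at RT.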
Chronic BCR inh = qHTS Assay to Find Inhibitors of Chronic Active B-Cell Receptor Signaling; ABC-DLBCL IkBa-CBG/CBR reporter, luminescence ratio, 4 h; Potency, µM (highest dose often 46.1 µM), without a hit: at the highest dose ratio change, negative = lower green/red ratio, usual class: inhibitors; actives 0.05% (n = 340,000); AID 493014, 2011; active means well fitted inhibition curve with a large enough effect in the signal ratio, with a control signal flat, not every such curve was filed as active; inconclusive means small, poorly fitted or top-dose-only effect, or effect the other way, or a change in a side signal; the % refers to the signal ratio;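 further: potency means the concentration at half of the fitted maximal effect; plate controls were basal doxycycline-induced cells for no effect and cells given 10 µM MG132 for full effect; MG132 reads +100%, hits lower the ratio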
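Doxycycline induced both beetle luciferases in TMD8 lymphoma cells; IKK-driven degradation limits the IkappaBalpha-fused green signal, while red luminescence normalises for cell number and nonspecific effects. Compounds tested up to 46 uM, 4 hrs.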
The depositor's hits bear a star; i = inactive; u = inconclusive; x = no result given; [ ] = another dose, or the depositor's remark. Unless noted, the call rests on the fitted dose curve; in most records, active means well fitted curve in the direction sought with a large enough effect; inconclusive means small, poorly fitted or top-dose-only effect, or another doubt; inactive means no such curve, though single readings can be large; an effect the other way counts as inactive or inconclusive.

SMILES	GALK inhibitor	Menin MLL FP TR	ASM inhibitor	Integrin act MD	FBPA coupling cs	B2AR arrestin	Tb PFK block	Giardia killer	PKM2 activator	PTAP TSG101 blk	Chronic BCR inh
Cc1ccc(/C=C/C(=O)N2CCc3ccccc3C2)cc1	4.7%	-3.3%	-4.7%	-5.6%	-5.1	0.0%	-0.2%	-1.9	5.4%	-3.1%	4.4%
CSc1sc(C(=O)NCC2CC2)cc1S(=O)(=O)C(C)C	-0.6%	x	-2.7%	24.0%	-0.4	-0.3%	1.7%	-20.0	4.0%	-1.2%	u
COc1ccc(C2=NN(S(C)(=O)=O)C(c3cccs3)C2)cc1OC (stereo unspecified)	-0.1%	-9.8%	-3.8%	0.3%	0.1	-0.8%	-7.7%	-0.7	5.5%	-2.4%	-3.5%
O=S1(=O)NC(=NC2CCCCCC2)c2ccccc21	0.0%	11.6%	2.2%	15.5%	5.4	-0.3%	14.4%	-15.7	-9.0%	-4.4%	-4.1%
CN(Cc1ccc(Cl)cc1Cl)C(=O)c1cc(=O)c2ccccc2o1	0.8%	-16.9%	-11.9%	9.2%	0.6	-0.1%	2.8%	-28.3	0.7%	4.0%	0.5%
Cc1ccc(-c2nc3[nH]c(=O)cc(NC(=O)C(C)C)n3n2)cc1	x	x	1.6%	-4.1%	2.0	3.2%	-6.9%	-23.4	-11.8%	-2.2%	0.6%
CN(C(=O)CSc1nnnn1-c1ccc(Cl)cc1)C1CCS(=O)(=O)C1 (stereo unspecified)	x	x	-0.3%	16.4%	x	-0.3%	-0.3%	11.9	x	-1.9%	-0.4%
C/C(=N\NC(=O)COc1cc(C)cc(C)c1)c1cccc(NC(=O)C2CCC2)c1	-3.9%	x	u	0.0%	x	0.0%	1.4%	14.4	-2.0%	-3.7%	1.4%
CCOC(=O)c1ccc(Oc2nc(OC)cc(OC)n2)cc1	-1.2%	-22.5%	-2.9%	14.7%	-0.2	-0.2%	0.0%	-5.7	-0.2%	-1.8%	-2.6%
CCOC(=O)c1c(NC(=O)COC(=O)c2ccc(NC(=O)CC#N)cc2)sc(C(=O)NC)c1C	x	x	-5.5%	8.2%	x	-0.3%	0.849µM*	-6.4	x	1.0%	-0.1%
CCCCC(=O)Nc1nnc(CCOC)s1	1.3%	-4.7%	-0.8%	6.0%	-1.1	-0.1%	-5.8%	2.3	19.7%	-6.3%	u
CCOC(=O)c1c(C)n(C)c2ccc(OC)c(NC(=O)CN3CCCCC3)c12	2.6%	-26.9%	7.0%	-3.0%	-1.8	0.5%	2.2%	-1.7	-2.9%	-5.9%	u
Cn1c(SCC(=O)Nc2nccs2)nnc1-c1ccncc1	-4.7%	0.7%	-1.6%	9.7%	0.4	-0.3%	u	37.3[activator]	-9.8%	-0.9%	u
CC1Cc2nc(SCC(=O)NCc3ccco3)n(Cc3ccccc3)c(=O)c2S1 (stereo unspecified)	0.2%	-11.4%	6.9%	4.5%	-0.9	-0.1%	-4.6%	-10.6	10.9%	-4.4%	u
CN(CC(=O)Nc1ccc(S(=O)(=O)N2CCCC2)cc1)Cc1ccc(Cl)cc1	0.3%	4.2%	-0.5%	-30.1%	2.5	-0.5%	0.5%	3.4	0.5%	-8.4%	-0.2%
O=C(c1ccc(Cl)cc1)n1c(NCc2ccccc2)n[nH]c1=S	3.3%	5.2%	-0.8%	1.7%	0.3	0.2%	-0.5%	1.0	-0.9%	-0.4%	1.0%
O=C1c2cccc3c([N+](=O)[O-])ccc(c23)C(=O)N1c1ccccn1	-5.9%	u	1.5%	-2.9%	x	u	0.9%	-2.5	-0.3%	1.1%	u
CCn1nc2cc(C(=O)NCCc3cccs3)ccc2c1OC	x	5.6%	24.3%	1.3%	-3.5	0.1%	0.2%	4.2	-4.8%	-4.3%	-0.3%
CCOC(=O)C1C(c2ccc3c(c2)OCO3)NC(=O)NC1(O)C(F)(F)F (stereo unspecified)	-3.3%	0.6%	2.1%	-43.3%	6.0	-0.3%	-1.2%	7.6	-13.6%	-0.2%	5.6%
CCCCNc1c(N)n(CCC)c(=O)[nH]c1=O	4.7%	-6.6%	62.4%[activator]	1.4%	-1.4	0.4%	-4.2%	-4.0	-0.8%	-1.2%	10.4%
CCN(CC)c1ccc2c(C)c(Cl)c(=O)oc2c1	-1.3%	-6.8%	i	2.3%	-0.6	0.2%	0.0%	2.2	13.2%	-14.0%	-11.0%
O=C(NCc1ccc2c(c1)OCO2)C1Cc2ccccc2CN1C(=O)c1ccco1 (stereo unspecified)	4.5%	-6.2%	4.0%	7.5%	7.6	2.7%	-3.0%	-12.0	0.8%	2.1%	-0.5%
O=C(CN1CCOCC1)OCCCC1CCCCC1	0.1%	-23.9%	5.7%	18.1%	0.2	4.3%	0.2%	-13.9	-11.2%	1.1%	-1.6%
O=C(Cc1cccc(F)c1)Nc1ccc2c(c1)CCC2	2.0%	u	-1.0%	-13.1%	2.0	0.4%	-6.1%	-20.7	0.1%	-4.5%	u
COc1ccc(/C=C2/CCc3ccccc3C2=O)cc1CN1CCOCC1	x	1.7%	9.3%	9.9%	-0.7	-0.4%	-2.2%	-1.7	0.7%	-3.0%	-15.3%
CCOC(=O)c1ccc(NC(=O)NCc2ccc(OC)cc2)cc1	4.0%	u	-2.7%	11.9%	0.0	-0.3%	-6.4%	4.2	-19.9%	0.9%	-1.9%
CC(C)CN(C(=O)COc1ccc(-c2nnco2)cc1)C1CCS(=O)(=O)C1 (stereo unspecified)	1.3%	-1.4%	0.3%	-0.3%	3.1	0.4%	0.5%	4.5	-4.9%	-1.6%	0.8%
COc1ccc(CN=C2NC(=O)CC(C(=O)Nc3ccc([N+](=O)[O-])cc3C)S2)cc1 (stereo unspecified)	0.5%	5.0%	-3.5%	-1.7%	-0.2	-0.4%	-6.7%	6.7	24.7%	-0.1%	-1.4%
CCCN1C(=O)/C(=C2\SC(=S)N(c3c(C)n(C)n(-c4ccccc4)c3=O)C2=O)c2ccccc21	-2.4%	x	0.1%	4.9%	-1.6	6.0%	-17.0%	-0.8	-15.2%	-3.5%	0.9%
C=CCOc1ccc(C2C3=C(CCCC3=O)N(CC(=O)O)C3=C2C(=O)CCC3)cc1OCC	-2.6%	2.2%	15.3%	16.6%	-0.5	0.1%	-3.9%	-7.1	-0.9%[11.5 µM]	-8.4%	5.4%
COc1ccc(C2C(C(C)=O)=C(O)C(=O)N2Cc2cccnc2)cc1 (stereo unspecified)	-2.3%	-6.3%	1.5%	-13.3%	2.1	-0.1%	1.3%	11.7	0.6%	-1.5%	2.4%
CC(=O)N1N=C(c2ccc(Cl)cc2)OC1(C)C	0.5%	-16.1%	4.0%	-13.6%	6.2	0.9%	11.5%	5.8	5.6%	-0.8%	-2.5%
Cc1ccccc1C(=O)Nc1ccc(N2CCOCC2)nc1	-1.1%	-27.2%	-5.6%	-2.1%	-0.2	0.2%	-2.1%	-7.1	0.1%	-1.6%	u
O=C1C2C(c3ccccc3)C=CC(c3ccccc3)C2C(=O)N1C1CCCCC1 (stereo unspecified)	-0.6%	0.0%	1.3%	8.6%	-1.0	-0.4%	-0.8%	-2.0	-19.6%	-3.8%	u
CC1CN(C(=O)c2ccc(Oc3ccccc3)cc2)CC(C)O1 (stereo unspecified)	-2.3%	u	3.1%	u	0.9	-0.1%	-2.2%	0.4	1.3%	1.1%	u
Cc1cc(N)n(Cc2cccs2)n1	4.1%	1.9%	1.7%	-16.9%	1.6	14.7%	0.0%	17.8	0.4%	-3.3%	-0.5%

This is a subset. The share of hits here may be higher or lower than overall.
